Source: PubChem (National Center for Advancing Translational Sciences (NCATS))
pAkt inh: HTS Assay for Inhibitors of Akt Phophorylation: Primary Screen; Neuro2A IGF-stimulated pAkt S473 HTRF, 20 min; hits give low values; activity change, % for hits at 50 µM; 0.32% of 360,000 active; AID 651550, 2012; in the data active = activity change below about -80%; inconclusive = mostly about -51% to -80%; also: % is scaled to controls: 0 for no effect and ±100 for the full control effect
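Neuro2A cells in DMEM with 0.5% FBS, overnight at 37 deg C, given compound at single 50 µM final, then IGF (6 nM final) for 20 min at 37 deg C. Lysed; phospho-Akt Ser473 by HTRF after 24 h, 665/615 ratio.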
FUS suppressor: qHTS for Suppressors of FUS Proteinopathy: Primary screen using FUS-linked yeast assay; S. cerevisiae FUS-expressing, growth rescue, OD600, 24 h; Potency, µM (doses to about 76.6 µM), inactives show top-dose growth rescue (activation), usual class: activators; 0.24% of 390,000 active;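 also: potency is read from the fitted curve at half-maximal effect; plate controls were DMSO vehicle for no effect and reference control for full effect; nearly all actives have a fitted effect of over 55% in size; some results filed as inactive show a strong effect at the top dose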
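Restored growth of FUS-toxic S. cerevisiae, read as 600 nm absorbance after 24 h at 30C in galactose medium (starting OD 0.005). Controls CP55940 and DMSO.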
Mm-Cpn inhibitor: Inhibitors of TCP-1 ring complex (TRiC) of Methanococcus maripaludis (MmCpn): qHTS; Chaperonin Mm-Cpn (Methanococcus maripaludis); purified Mm-Cpn ATPase, ADP Transcreener TR-FRET; Potency, µM (doses to about 76.9 µM), inactives show top-dose activity, negative = inhibition, actives largely listed as inhibitors; 0.031% of 330,000 active; also: potency is read from the fitted curve at half-maximal effect; % is scaled to controls: 0 for no effect and ±100 for the full control effect; nearly all actives have a fitted effect of over 80% in size
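ATP (10 uM final) was added to archaeal chaperonin (25 nM final) after 10 min exposure to test compound at 37°C; after 30 min further incubation, ADP was detected by competitive TR-FRET.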
aSyn rescue: qHTS of alpha-syn Inhibitors. AID 652106, 2013. Yeast expressing alpha-synuclein, growth rescue, BacTiter-Glo, 24 h. Potency, µM (titrated, usually from 46.1 µM), inactives show at the top dose growth rescue (activation), hits mostly activators. 0.14% of 370,000 active; also: potency is read from the fitted curve at half-maximal effect; % of control where 0% means no effect; nearly all actives have a fitted effect of over 65% in size
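Screening used galactose-induced yeast with toxic alpha-synuclein levels, exposed to compound for 24 hr at 30 deg C. Cell growth, read with BacTiter-Glo luminescence, gave the measured signal.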
GLP1R cytotox: qHTS of GLP-1 Receptor Inverse Agonists: Cytotox Screen. AID 624418, 2012. HEK293 cAMP-luciferase reporter cells, luminescence, 24 h. Potency, µM (titrated, usually from 38.3 µM), for the others: at the top dose activity change, negative = inhibition, usual class: inhibitors. 0.13% of 410,000 active;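 also: loss of luciferase light is scored as toxicity; potency is read from the fitted curve at half-maximal effect; % is scaled to controls: 0 for no effect and ±100 for the full control effect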
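To flag toxic compounds, the library was rerun on cells for 24 hr at 37 deg C and 5% CO2. Viability-linked luminescence was captured 12 min after adding luciferase detection reagent.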
GLP-1R inv ag: qHTS of GLP-1 Receptor Inverse Agonists (Inhibition Mode); 1.6% of 410,000 active; AID 624417, 2012; Glucagon-like peptide 1 receptor (Homo sapiens), P43220; Potency, µM (series often up to 38.3 µM), for inactives: top-dose activity change, negative = inhibition, most hits filed as inhibitors; HEK293 GLP-1R CRE-luciferase, luminescence, 24 h; GLP-1R form is constitutively active; also: potency is read from the fitted curve at half-maximal effect; % is scaled to controls: 0 for no effect and ±100 for the full control effect; nearly all actives have a fitted effect of over 55% in size
Target sequence (P43220 whole entry, looked up): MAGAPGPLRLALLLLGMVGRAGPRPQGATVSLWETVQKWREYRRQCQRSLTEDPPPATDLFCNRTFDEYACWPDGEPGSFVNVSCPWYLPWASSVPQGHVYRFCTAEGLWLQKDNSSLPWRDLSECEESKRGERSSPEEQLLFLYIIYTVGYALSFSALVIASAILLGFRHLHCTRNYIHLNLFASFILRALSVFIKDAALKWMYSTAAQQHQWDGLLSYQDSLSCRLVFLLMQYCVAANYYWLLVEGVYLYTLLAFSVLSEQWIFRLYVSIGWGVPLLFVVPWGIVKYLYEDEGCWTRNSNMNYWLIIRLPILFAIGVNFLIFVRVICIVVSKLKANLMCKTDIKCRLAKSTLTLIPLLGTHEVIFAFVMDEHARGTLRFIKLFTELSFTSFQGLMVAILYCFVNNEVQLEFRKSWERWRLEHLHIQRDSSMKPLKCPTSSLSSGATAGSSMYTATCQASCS
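Seeding at 200 cells/uL, 12 h culture, 24 hr compound treatment, then luciferase reagent and a luminescence read; cells are HEK293 stably expressing a constitutively active GLP-1R plus cAMP-responsive luciferase.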
PTHR1 ag: qHTS for PTHR1 Agonists: Primary Screen | HEK293 GP2 PTHR1 cells, GloSensor cAMP luminescence, 1 h | Potency, µM (doses to about 115 µM), inactives show top-dose activation, usual class: activators | 0.075% of 410,000 active; also: potency is read from the fitted curve at half-maximal effect; nearly all actives have a fitted effect of over 55% in size; some results filed as inactive show a strong effect at the top dose; inactives centre near -15; many of its hits are not listed in these tables
Target sequence (Q03431 whole entry, looked up): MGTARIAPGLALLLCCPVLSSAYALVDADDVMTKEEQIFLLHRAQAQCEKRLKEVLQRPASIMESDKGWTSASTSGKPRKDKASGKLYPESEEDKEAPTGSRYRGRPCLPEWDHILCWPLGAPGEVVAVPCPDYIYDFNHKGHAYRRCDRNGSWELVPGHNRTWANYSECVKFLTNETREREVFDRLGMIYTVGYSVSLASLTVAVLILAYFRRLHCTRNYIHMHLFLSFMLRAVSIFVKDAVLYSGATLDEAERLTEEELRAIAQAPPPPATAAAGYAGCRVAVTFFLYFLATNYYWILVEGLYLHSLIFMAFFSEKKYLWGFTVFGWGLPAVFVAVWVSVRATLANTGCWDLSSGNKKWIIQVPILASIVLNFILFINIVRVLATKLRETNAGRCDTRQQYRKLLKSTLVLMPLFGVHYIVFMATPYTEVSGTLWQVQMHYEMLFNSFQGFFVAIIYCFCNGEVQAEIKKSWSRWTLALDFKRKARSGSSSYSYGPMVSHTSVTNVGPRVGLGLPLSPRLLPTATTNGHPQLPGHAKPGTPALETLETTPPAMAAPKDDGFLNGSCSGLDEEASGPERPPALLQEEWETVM
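HEK-293-derived GP2 cells expressing PTHR1 and a GloSensor cAMP reporter, 3,000/well, plated overnight, given luciferin plus IBMX (each 0.5 mM as added) for 1 h at 37 °C, then compound for 1 h at 37 °C. Luminescence was read after 15 min at room temperature.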
Abeta rescue: qHTS for compounds that reverse cellular toxicity of Amyloid beta (A-beta) peptide in yeast: Primary Screen. Potency, µM (doses to about 46.1 µM), without a hit: at the top dose growth rescue, hits mostly activators. yeast expressing A-beta42, growth rescue, OD600, 48 h; response scale: 0% DMSO, 100% iron-clioquinol control. AID 1347071, 2019. 0.063% of 410,000 active; also: potency is read from the fitted curve at half-maximal effect; nearly all actives have a fitted effect of over 55% in size
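Yeast growth medium received pinned compounds, then yeast cells expressing toxic A-beta were added; plates incubated at 30 C for 48 hr. Growth read as absorbance at 600 nm, normalized to DMSO and equimolar FeCl3 plus clioquinol controls.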
TDP43 rescue: qHTS of TDP-43 Inhibitors. Potency, µM (series often up to 46.1 µM), without a hit: top-dose growth rescue (activation), hits mostly activators. TDP-43 expressing yeast growth rescue, BacTiter-Glo, 24 h. AID 652104, 2013. 1.8% of 410,000 active; also: potency is read from the fitted curve at half-maximal effect; % of control where 0% means no effect; nearly all actives have a fitted effect of over 50% in size
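Readout is BacTiter-Glo luminescence of cell growth, so inhibitors register as activators. TDP-43-expressing yeast at OD600=0.02 in galactose medium, after raffinose pregrowth to mid-log, were incubated with compound for 24 hr at 30 deg C.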
* = called active by the depositor; i = inactive; ? = inconclusive; . = not tested or not shown; [ ] = dose if it differs, or a comment. Unless noted, calls follow the shape of the dose curve; as a rule, active = well fitted curve in the direction sought with a large enough effect; inconclusive = small, poorly fitted or top-dose-only effect, or another doubt; inactive = no such curve, though single readings can be large; an effect the other way counts as inactive or inconclusive. Only part of the results is shown; the hit share may differ from the screen's.

SMILES	pAkt inh	FUS suppressor	Mm-Cpn inhibitor	aSyn rescue	GLP1R cytotox	GLP-1R inv ag	PTHR1 ag	Abeta rescue	TDP43 rescue
COc1ccc(NC(=O)c2cc(OC)c(OC)cc2OC)c(S(=O)(=O)N2CCOCC2)c1	i	7%	-2%	-2%	-5%	7%	-18%[57.5 µM]	-5%	-15%
CCOc1cc(C(=O)N2CCN(c3ccc(C(C)=O)cc3)CC2)cc(OCC)c1OCC	i	36%	1%	-14%	-3%	9%	i	-3%	-5%
Cc1ccc(S(=O)(=O)NCC(=O)OC(C)C(=O)NCc2ccc3c(c2)OCO3)cc1 (configuration not stated)	i	13%	.	-9%	11%	7%	-18%	1%	-15%
O=C(COC(=O)C12CC3CC(CC(C3)C1)C2)NCc1ccccc1	i	15%	1%	0%	4%	?	i	0%	-15%
CC(C)(C)c1ccc(SCCc2ccncc2)cc1	i	6%	-5%	5%	7%	?	-16%	6%	6%
O=C(CNC(=O)c1ccc(OC(F)F)cc1)NCC1CCCO1 (configuration not stated)	i	13%	1%	-1%	-17%	5%	-10%	9%	5%
C=CCOc1ccc(C(=O)Nc2ncn[nH]2)cc1	i	-6%	-2%	-4%	0%	-4%	i	-16%	-10%
CCOC1=C2[C@@H](CN(S(=O)(=O)c3ccccc3C)[C@H]2c2ccc(Cl)cc2)[C@H]2C(=O)NC(=O)[C@H]2C1	i	34%	.	1%	-14%	-2%	-18%	-16%	12%
N#Cc1c(N)nc2c(c1-c1ccco1)CCCCC2	.	47%	.	-23%	8%	5%	i	-14%	-15%
CC(C)CNC(=O)c1cccc(NC(=O)CCc2ccccc2)c1	i	9%	-4%	3%	-21%	?	i	0%	21%
O=S(=O)(NCc1ccccc1)NCc1ccccc1F	i	-10%	2%	9%	-1%	1%	i	13%	-17%[0.397 µM]
CSc1ncnc2c1ncn2CCCNCc1ccco1	i	-17%	.	-2%	5%	15%	-7%	-8%	14%
CCOC(=O)C1=C(C)NC2=C(C(=O)c3ccccc32)C1c1cccc2ccccc12 (configuration not stated)	i	1%	0%	1%	-22%	?	-25%	6%	-11%
CCC1(c2ccccc2)NC(=O)N(CC(=O)Nc2cccc(S(=O)(=O)N3CCCC3)c2)C1=O (configuration not stated)	i	5%	-3%	2%	4%	-17%	-46%	-1%	9%
Cc1cccc(NC(=O)CNC(=O)C(NC(=O)Cc2ccccc2)C(C)C)c1C (configuration not stated)	i	6%	1%	-3%	-9%	-11%	-18%	3%	7%
CCN(CC)CCCNc1nc(CN2CCOCC2)nc2sc3c(c12)CCC3	i	19%	2%	-4%	?	?	-6%	11%	-24%
CCc1ccc(C(=O)c2cn(CC(=O)Nc3cc(OC)ccc3OC)c3ccc(Cl)cc3c2=O)cc1	.	6%	.	.	7%	6%	-3%	-7%	11%
O=C(Nc1ccc2c(c1)OCCO2)C(c1ccnc2ccccc12)N1CCN(C/C=C/c2ccccc2)CC1 (configuration not stated)	i	0%	.	-4%	-10%	?	-19%	-17%	-13%
CN(Cc1ccccc1)C(=O)c1ccc(NC(=O)Cc2ccc(NC(=O)C3CCCN(C(=O)c4ccccc4)C3)cc2)cc1 (configuration not stated)	i	?	.	-1%	-8%	?	-37%[inhibitor]	-2%	14%
CN(Cc1ccccc1)C(=O)c1cccc(NC(=O)Cc2ccc(NC(=O)C3CCCN(C(=O)C4CCCC4)C3)cc2)c1 (configuration not stated)	i	42%	.	0%	-3%	-4%	-25%	4%	12%
N#Cc1ccccc1CSc1nc(N)cc(N)n1	i	-3%	1%	-1%	-2%	8%	i	8%	11%
O=C(NCCC1=CCCCC1)c1ccc2c(c1)N(Cc1ccc(Cl)cc1)C(=O)c1ccccc1S2=O (configuration not stated)	.	-2%	.	.	0%	16%	i	-8%	11%
COc1nc2ccccc2nc1N1CCN(Cc2ccc3c(c2)OCO3)CC1	i	2%	-1%	1%	5%	-5%	-14%	-19%	14µM*
O=C(CNC(=O)Cc1ccccc1)NCC(=O)OCC(=O)c1ccccc1Cl	i	23%	0%	0%	3%	5%	-1%[57.5 µM]	4%	-11%
Cc1ccc(CN2CCSc3ccc(C(=O)N4CCOCC4)cc32)cc1	i	33%	-7%	2%	-10%	?	-13%	-20%	7%

Profiles, looked up by structure. Screens in order: pAkt inh | FUS suppressor | Mm-Cpn inhibitor | aSyn rescue | GLP1R cytotox | GLP-1R inv ag | PTHR1 ag | Abeta rescue | TDP43 rescue
CCN(CC)CCCNc1nc(CN2CCOCC2)nc2sc3c(c12)CCC3 across the screens: i | 19% | 2% | -4% | ? | ? | -6% | 11% | -24%
CCOC(=O)C1=C(C)NC2=C(C(=O)c3ccccc32)C1c1cccc2ccccc12 (configuration not stated) across the screens: i | 1% | 0% | 1% | -22% | ? | -25% | 6% | -11%
COc1ccc(NC(=O)c2cc(OC)c(OC)cc2OC)c(S(=O)(=O)N2CCOCC2)c1 across the screens: i | 7% | -2% | -2% | -5% | 7% | -18%[57.5 µM] | -5% | -15%
CN(Cc1ccccc1)C(=O)c1ccc(NC(=O)Cc2ccc(NC(=O)C3CCCN(C(=O)c4ccccc4)C3)cc2)cc1 (configuration not stated) across the screens: i | ? | . | -1% | -8% | ? | -37%[inhibitor] | -2% | 14%

Returning to the listing, repeating the two entries before the break.
SMILES	pAkt inh	FUS suppressor	Mm-Cpn inhibitor	aSyn rescue	GLP1R cytotox	GLP-1R inv ag	PTHR1 ag	Abeta rescue	TDP43 rescue
O=C(CNC(=O)Cc1ccccc1)NCC(=O)OCC(=O)c1ccccc1Cl	i	23%	0%	0%	3%	5%	-1%[57.5 µM]	4%	-11%
Cc1ccc(CN2CCSc3ccc(C(=O)N4CCOCC4)cc32)cc1	i	33%	-7%	2%	-10%	?	-13%	-20%	7%
CCOCCCNC(=O)CCS(=O)(=O)Cc1ccc(C)cc1	i	-15%	-3%	2%	0%	9%	-4%[57.5 µM]	17%	-4%
COc1ccc2c(C)cc(=O)oc2c1OCC(O)CN1CCOCC1 (configuration not stated)	i	-18%	.	-1%	1%	-3%	-25%	-15%	6%
O=C(CSc1n[nH]c(=O)n1C1CC1)Nc1cc(Cl)ccc1Oc1ccccc1	i	10%	1%	-5%	-17%	?	i	6%	12%
COC(=O)CNC(=O)C12CC3(C)CC(C)(CC(C)(C3)C1)C2	i	23%	0%	4%	-5%	-19%	-23%[57.5 µM]	14%	5%
CC(C)CN(CC(C)C)S(=O)(=O)N1CCC(C(=O)NCCN2CCOCC2)CC1	i	12%	0%	7%	4%	2%	-5%[57.5 µM]	6%	-12%
C=CCC[C@@H](Cc1ccc(F)cc1)C(=O)OC[C@H](Cc1c[nH]c2ccccc12)NC(=O)[C@@H](CC=C)CC(=O)NCCO	i	?	1%	8%	-20%	?	-34%[inhibitor]	18%	24%
CC(C)CC(=O)Nc1cccc(-c2cn3cccnc3n2)c1	.	-12%	.	.	-1%	33%[activator]	i	-22%	5%
CN(C)CCC(=O)c1ccc(Cl)cc1	i	-16%	4%	4%	2%	-5%	i	-18%	17%
Cc1ccc(OC(=O)c2cc(-c3ccc4c(c3)OCCO4)on2)c(C)c1	.	-14%	.	.	-1%	-6%	-6%	-13%	15%
O=C(NC(=S)N1CCN(Cc2ccccc2)CC1)c1ccccc1	i	-11%	-1%	-6%	?	-22%	i	17%	12%
CC1CCC(C(C)C)C(OC(=O)CSc2nccc(=O)[nH]2)C1 (configuration not stated)	i	23%	5%	11%	-28%	-10%	i	-9%	-3%
COc1cc(NS(=O)(=O)c2ccc(NC(=O)C(C)Oc3ccc(Cl)cc3Cl)cc2)nc(OC)n1 (configuration not stated)	.	?	.	.	-6%	-14%	i	19%	20%
C=CCOC(=O)C1=C[C@H](c2ccc(Br)cc2)C[C@H](OCc2ccc(CO)cc2)O1	i	35%	.	1%	-5%	?	-28%	5%	0%
Cc1ccc(CC(=O)O/N=C(\N)c2ccccn2)cc1	i	17%	1%	4%	-8%	1%	-6%	3%	?
CCN(CC)C(=O)CC(c1ccc(OC)cc1)c1c(O)cc(OC)cc1OC (configuration not stated)	i	4%	0%	2%	-2%	-18%	-15%	-15%	0%
Cn1c(N)c(C(=O)c2ccc(Cl)cc2)c(=O)n(C)c1=O	i	.	1%	-5%	-3%	12%	i	7%	-5%
Cc1cc(NC(=O)CCc2nc3cccnc3n2-c2ccccc2)ccc1Br	.	11%	.	.	-5%	-10%	-95%[inhibitor]	-20%	18%
Nc1c(-c2nc(-c3ccccc3)no2)nnn1CC(=O)Nc1cccc(F)c1	.	-13%	.	.	-8%	11%	i	-10%	15%
CC(=O)Nc1ccc(C(=O)COC(=O)c2cc(C)oc2C)c(F)c1	i	-4%	-8%	-12%	7%	5%	-36%[inhibitor]	-22%	-11%
O=C(COC(=O)c1ccc[n+]([O-])c1)Nc1ccc(Cl)cc1[N+](=O)[O-]	i	.	0%	-7%	8%	31%[activator]	i	1%	10%
